HSF1 inhib: HSF1 inhibitors in luciferase reporter cells, primary screen, cell-based, NIH3T3, luminescence. AID 2098, 2009. NIH3T3-HGL HSE-luciferase, MG132-induced, luminescence 8 h; active compounds read low. activity change, negative = inhibition, % at 7.5 µM (by protocol). 0.77% of 300,000 active;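 active = more than half of replicate wells show activity change below -50%, luminescence cut by over half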;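 note: luciferase reports HSF-1 transcriptional activity via heat shock element; 0% = median of DMSO wells and -100% = zero luminescence signal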
Dyrk1A ADPGlo: rat Dyrk1A kinase inhibitors, primary screen, biochemical, single point, plate reader; ADP-Glo luminescence, NFATc1 peptide; inhibition, % at 12.5 µM; 0.43% of 310,000 active; in the data active = inhibition above about 50%;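 note: plate controls were vehicle with enzyme for no effect and no enzyme for full effect; many of its hits are not listed in these tables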
HSP90 refold inh: HSP90 inhibitors, primary screen, cell lysate, luminescence; AID 1789, 2009; Heat shock protein HSP 90 (rabbit reticulocyte lysate; luciferase refolding); Rabbit reticulocyte lysate, luciferase refolding luminescence, 3 h; inhibition, % at 5.6 µM; 0.91% of 290,000 active;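 active = inhibition above the screen-wide mean plus 3 SD, computed separately per campaign, cut at about 16% in these data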;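 note: 0% = DMSO wells and 100% = 60 µM geldanamycin wells; inhibitors lower the luminescence because luciferase stays unfolded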
Platelet DG rel: inhibitors of platelet dense granule secretion, primary screen, cell-based, MLPCN, human platelets; human platelet-rich plasma, SFLLRN dense granule ATP release, luminescence; inhibition, %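 (compounds screened at 7.5 µM in platelet-rich plasma)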; 0.22% of 300,000 active; AID 1663, 2009;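 active = mean replicate score, as percent of positive control, at or above 50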
KLF5 inhibitor: KLF5 expression inhibitors, primary screen, DLD-1 cells, luminescence; inhibition, % at 5 µM; 0.23% of 290,000 active; DLD-1 KLF5 promoter-luciferase reporter;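 active = inhibition above a per-plate limit of that plate's mean compound inhibition plus 3 SD, cut at about 60% in these data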;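 note: 0% = DMSO wells and 100% = LY294002 at 200 µM; higher means less KLF5 promoter-driven luciferase light; inactives centre near -14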
IEC-6 tox: cytotoxicity in IEC-6 intestinal epithelial cells, primary screen, cytotoxicity control for KLF5 inhibitor project, cell-based, luminescence; IEC-6 cytotoxicity, luminescence viability; inhibition, % at 5 µM; 0.78% of 290,000 active; AID 1825, 2009; in the data active = inhibition above about 22%;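 note: 0% = plate median of test compound wells and 100% = cytotoxic reference compound wells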
HSF1 activator: HSF-1 activators, primary screen, NIH3T3-HGL cells, MG132 stress, luminescence, single point | activation, % at 9 µM | NIH3T3-HGL HSF-1 luciferase reporter, 8 h; 100% = twice DMSO control signal | AID 504408, 2011 | 1.7% of 300,000 active;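 active = mean replicate activation of at least 50% with a set share of replicates each reaching 50%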;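 note: 0% = median of the neutral control wells and 100% = twice that signal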
aSyn UTR inh: MLPCN primary screen, SNCA 5' untranslated region; alpha-synuclein 5'UTR reporter, inhibitor activity; inhibition, % (tested at 7.5 µM); 0.82% of 300,000 active; AID 1813, 2009; in the data active = inhibition above about 60%;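 note: H4 neuroglioblastoma cells stably carrying SNCA 5'UTR luciferase fusion; 0% = DMSO wells and 100% = positive control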
GSK3beta inhib: human GSK3beta kinase inhibitors, primary screen, biochemical, cell-free homogeneous, HTS; activity score (negative = inhibition), % at 10 µM; Glycogen synthase kinase-3 beta (Homo sapiens), P49841; GST-GSK3beta kinase, ADP-Glo luminescence, 60 min; active compounds read low; 0.038% of 300,000 active; AID 2097, 2009;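 active = more than half of replicate wells score below -50%, meaning over 50% inhibition versus plate controls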;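 note: 0% = median DMSO wells and -100% = median GW8510 positive control wells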
Target sequence (P49841 whole entry, looked up): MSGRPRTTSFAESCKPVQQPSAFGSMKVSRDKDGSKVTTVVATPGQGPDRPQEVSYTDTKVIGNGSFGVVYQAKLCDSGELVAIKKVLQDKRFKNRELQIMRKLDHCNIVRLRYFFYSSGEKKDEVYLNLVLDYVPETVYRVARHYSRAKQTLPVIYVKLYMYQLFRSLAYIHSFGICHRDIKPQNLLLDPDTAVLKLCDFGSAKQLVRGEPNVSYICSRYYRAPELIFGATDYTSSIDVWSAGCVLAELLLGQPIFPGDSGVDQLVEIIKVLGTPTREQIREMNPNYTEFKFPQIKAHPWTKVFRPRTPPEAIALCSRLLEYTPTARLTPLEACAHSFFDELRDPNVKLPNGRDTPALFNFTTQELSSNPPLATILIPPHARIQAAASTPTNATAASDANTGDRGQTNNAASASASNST
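Test system – GST-tagged human GSK3beta kinase, cell-free · Incubation – 60 min enzyme reaction, room temperature · Signal – ADP-Glo luminescence · Also added – peptide substrate and ATP at 25 µM · Controls – DMSO neutral wells and GW8510 at 20 µM as positive · Buffer or medium – Tris/MgCl2 kinase buffer · Measure – Luminescence-derived activity versus plate DMSO and GW8510 wells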
GSK3 alpha inh: blockers of GSK3A enzyme activity – biochemical, luminescence, cell-free homogeneous, HTS, primary screen; Glycogen synthase kinase-3 alpha (Homo sapiens), P49840; GSK-3 alpha kinase, ADP-Glo luminescence, 60 min; inhibition, % at 10 µM; 0.1% of 320,000 active; AID 2650, 2010;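 in the data active = inhibition above about 50%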;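 note: GST-tagged GSK-3 alpha with peptide substrate and 25 µM ATP; 0% = DMSO neutral wells and 100% = GW8510 positive control wells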
Target sequence (P49840 whole entry, looked up): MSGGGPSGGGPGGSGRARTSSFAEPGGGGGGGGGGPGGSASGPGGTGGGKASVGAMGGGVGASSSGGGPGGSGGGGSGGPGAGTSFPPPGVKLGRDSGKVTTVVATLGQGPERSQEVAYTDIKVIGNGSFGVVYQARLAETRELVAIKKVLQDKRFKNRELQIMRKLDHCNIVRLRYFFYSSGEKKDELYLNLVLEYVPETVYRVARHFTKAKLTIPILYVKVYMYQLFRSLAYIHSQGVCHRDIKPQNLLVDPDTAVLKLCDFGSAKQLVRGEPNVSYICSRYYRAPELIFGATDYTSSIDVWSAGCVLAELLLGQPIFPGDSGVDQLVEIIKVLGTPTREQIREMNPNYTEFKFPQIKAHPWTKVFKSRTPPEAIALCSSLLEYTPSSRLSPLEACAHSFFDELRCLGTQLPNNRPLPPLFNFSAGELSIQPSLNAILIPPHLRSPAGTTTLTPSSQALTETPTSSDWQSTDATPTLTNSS
Numbers without * were called inactive; x = no result given.

compound | HSF1 inhib | Dyrk1A ADPGlo | HSP90 refold inh | Platelet DG rel | KLF5 inhibitor | IEC-6 tox | HSF1 activator | aSyn UTR inh | GSK3beta inhib | GSK3 alpha inh
Cc1ccc(C(=O)N2CCN(S(=O)(=O)c3ccc(Br)cc3)CC2)o1 | 0 | -3 | -1 | 0 | 3 | -5 | 12 | -13 | 0 | 1
COCCCNC(=S)NCCNc1nc2cc(C)c(C)cc2cc1C#N | 7 | -1 | -2 | -1 | -1 | -1 | 0 | -12 | 3 | 2
CN(C)NC(=O)c1ccsc1NC(=O)c1ccc(S(=O)(=O)N(C)C)cc1 | -4 | -2 | 7 | 4 | -40 | 3 | -10 | 10 | -1 | 0
O=C(CCS(=O)(=O)c1ccccc1)OCc1ccc([N+](=O)[O-])cc1 | -2 | x | 1 | -1 | -14 | 0 | 3 | -15 | -2 | -2
COc1ccccc1C/C(N)=N/OC(=O)c1cccs1 | 8 | x | 0 | -1 | -5 | -6 | 30 | 21 | 0 | -9
CCOC(=O)N1CCN(c2c(-c3ccc(C)cc3)c(=O)c2=O)CC1 | -4 | -1 | 1 | 9 | 0 | 4 | 1 | -4 | 4 | -2
Cc1cccc(N2C(=O)CCC2=O)n1 | -5 | 1 | -3 | -13 | -3 | -3 | -18 | 18 | -7 | -1
Nc1nc(SCC(=O)Nc2c(Br)cc([N+](=O)[O-])cc2Br)n[nH]1 | 5 | -3 | -1 | 0 | 4 | -9 | 12 | 3 | 4 | x
CC(NC(=O)OCc1ccccc1)C(=O)OCN1C(=O)c2ccccc2C1=O (centres undefined) | 4 | 1 | -1 | 9 | -19 | 3 | -7 | 1 | 2 | -1
O=C(O)c1ccc(/C=C2\SC(=S)N(NC(=O)c3ccc(Br)cc3)C2=O)cc1 | -3 | x | -6 | 15 | -17 | -4 | 2 | -20 | 1 | -3
COc1cccc(C2(c3cccc(OC)c3)CC2C(=O)Nc2ccc(F)cc2)c1 (centres undefined) | 6 | -1 | 1 | -4 | -34 | 3 | -13 | 6 | 3 | 1
CCCCn1c(/N=C/c2cc(OC)ccc2O)nc2ccccc21 | 4 | 8 | 0 | 5 | 14 | 0 | -11 | -6 | 2 | 4
Cn1c(CSc2ccccc2)c(C#N)c2ccccc21 | 29 | 10 | -2 | 5 | 1 | -2 | 90* | -131 | -1 | 1
O=C(NCCc1nc2ccccc2[nH]1)c1ccc([N+](=O)[O-])cc1 | -1 | 4 | -1 | -2 | -55 | -2 | 5 | 19 | 1 | -2
Cc1cc(C)c(C#N)c(SC(C(=O)NC(C)(C)C)c2ccccc2)n1 (centres undefined) | 5 | 0 | 1 | -7 | -2 | 3 | 16 | -2 | 0 | 0
Cc1cc2cc(CN(Cc3ccc4c(c3)OCO4)C(=O)c3ccco3)c(=O)[nH]c2cc1C | 12 | 13 | 1 | -1 | 3 | 4 | 15 | 12 | 0 | -1
Cc1c(C(=O)OCC(=O)N2c3ccccc3CC2C)oc2ccccc12 (centres undefined) | 15 | 0 | -4 | -1 | 2 | 2 | 34 | 5 | -4 | 8
COc1ccc(OC)c(/C=N\NC(=O)c2c(C)nc3cc(C)ccn23)c1 | 0 | 8 | -1 | -8 | -23 | -5 | -20 | 1 | 9 | 1
O=C(O)CC(C(=O)O)n1nc(-c2ccccc2)cc1-c1ccccc1 (centres undefined) | 15 | -6 | -4 | x | -16 | 5 | 20 | -77 | 0 | -1
O=C1COc2ccc(S(=O)(=O)N3CCCC3)cc2N1 | -9 | -3 | -2 | -7 | -9 | -7 | 1 | -7 | -2 | -1
O=C(COC(=O)/C=C/c1ccccc1)NNC(=O)c1ccc([N+](=O)[O-])cc1 | -4 | 0 | x | -6 | x | x | -10 | -1 | -2 | -4
CC(=O)Nc1ccc(NC(=O)C(NS(=O)(=O)c2cccc3nsnc23)C(C)C)cc1 (centres undefined) | -6 | -2 | 2 | 2 | -28 | 6 | 2 | 2 | -5 | 0
CCOc1ccc2nc(NCCNC(=O)CC)c(C#N)cc2c1 | 0 | -7 | 6 | 5 | -20 | 4 | 7 | 27 | 0 | 6
O=C(NCc1cn(-c2ccccc2)nc1-c1ccccc1)c1cc([N+](=O)[O-])cc([N+](=O)[O-])c1 | 26 | 3 | 1 | -2 | -21 | 0 | 38 | 3 | -2 | 0
CC(C)CCN1CCN(Cc2ccc(C(F)(F)F)cc2)CC1CCO (centres undefined) | -11 | -4 | 8 | 4 | -32 | -2 | 10 | 0 | 4 | -2

Taken from above.
COCCCNC(=S)NCCNc1nc2cc(C)c(C)cc2cc1C#N in HSP90 refold inh = -2
COc1ccc(OC)c(/C=N\NC(=O)c2c(C)nc3cc(C)ccn23)c1 in HSP90 refold inh = -1

Next section
compound | HSF1 inhib | Dyrk1A ADPGlo | HSP90 refold inh | Platelet DG rel | KLF5 inhibitor | IEC-6 tox | HSF1 activator | aSyn UTR inh | GSK3beta inhib | GSK3 alpha inh
O=C(Nc1ccc(-c2ccc([N+](=O)[O-])cc2)cc1)c1ccccc1F | -5 | -6 | -1 | 6 | -22 | -1 | 5 | -69 | 2 | -1
CC1Cc2ccccc2N1C(=S)NC(=O)C1(C)CC1(Cl)Cl (centres undefined) | -4 | 3 | 0 | 2 | -5 | -2 | -1 | -14 | -1 | 0
CC(=O)c1ccc(N(CC(=O)NC2CCCC2)C(=O)CNC(=O)c2cccs2)cc1 | -4 | -1 | 4 | -12 | -12 | 1 | -1 | -3 | 3 | 1
CC(NC(=O)CCNS(=O)(=O)c1cccc2nonc12)c1ccccc1 (centres undefined) | -1 | -8 | 0 | 0 | -25 | 1 | -1 | -6 | -3 | -1
CCCN(CC(=O)Nc1ccc(C(N)=O)cc1)CC(=O)Nc1cc(Cl)ccc1Cl | 3 | -1 | 3 | 2 | -8 | -3 | -3 | -9 | 1 | -1
O=C(Nc1ccccc1Oc1ccccc1)c1ccccc1F | 1 | -6 | -5 | -15 | -15 | -3 | -2 | 6 | 0 | 1
COc1cccc(NC(=O)NCc2ccc(F)cc2)c1 | 1 | 0 | 5 | 1 | -24 | 10 | 15 | -46 | 3 | 0
Cc1cccc(C)c1OCCN1CCOCC1 | 1 | 2 | 0 | 2 | -16 | -5 | 4 | -9 | 3 | 0
COc1cccc(OCCOc2ccc(/C=C3\C(=N)N4N=C(S(C)(=O)=O)SC4=NC3=O)cc2OC)c1 | 4 | -6 | 10 | -9 | -41 | -1 | 14 | -30 | -4 | -2
Cc1sc2ncnc(N3CCC(C(=O)Nc4nnc(SCc5ccccc5F)s4)CC3)c2c1C | 0 | -2 | x | -8 | x | x | 14 | 3 | -1 | -2
O=C(CCCn1c(=O)[nH]c2ccccc2c1=O)NCCSCc1ccccc1 | -2 | x | 5 | 10 | 15 | 6 | -6 | -10 | 0 | -1
COC(=O)c1cn(C(=O)c2ccccc2Cl)c2ccccc12 | 3 | 2 | -1 | -5 | -12 | 2 | -14 | -10 | 0 | -3
O=C(NNC(=S)NC(=O)c1ccccc1[N+](=O)[O-])c1ccccc1O | -13 | -3 | 2 | 2 | 4 | -4 | -13 | 6 | 1 | 0
CCOc1cccc2cc(C(=O)NCc3ccccc3)c(=N)oc12 | 0 | -2 | 0 | 2 | -40 | 3 | 3 | -17 | 2 | -3
CCCN(CC(=O)Nc1ccccc1OC)C(=O)Cc1ccccc1F | 5 | -5 | 3 | 0 | -3 | 1 | 22 | 1 | x | 1
O=C(c1ccc(-c2ccccc2)cc1)C1CCCN(C(=O)c2ccncc2)C1 (centres undefined) | -13 | 7 | 2 | 6 | -23 | -2 | 2 | 19 | 4 | -2
COc1ccc(C(=O)O/N=C(\N)c2ccncc2)cc1OC | 8 | -6 | 1 | -7 | -25 | 0 | 25 | -37 | 3 | 0
CC(C)NC(=O)CN1CCN(C(=O)CCl)CC1 | -2 | x | -8 | -2 | -47 | -5 | -2 | -4 | -1 | -2
Cc1cc(C)c(C(=O)NC2CC(C)(C)Cc3c2cnn3-c2ccccc2)o1 (centres undefined) | -5 | -8 | -1 | 15 | -6 | 7 | 7 | 15 | -14 | 0
CSc1cccc(CN2CCC(CO)(Cc3ccccc3)CC2)c1 | 1 | -4 | -3 | -2 | -26 | -5 | -17 | 11 | 3 | -2
COc1cccc(C(=O)NCCS(=O)(=O)NCc2ccco2)c1 | -3 | 8 | x | 1 | x | x | 4 | -7 | 1 | -2
O=C(NCc1cccnc1)c1ccccc1-c1ccccc1 | -3 | -1 | 3 | -5 | -13 | -1 | 3 | -7 | -3 | -6
CC(C)(C)C(=O)CN1C(=O)NC2(CCc3ccccc32)C1=O (centres undefined) | -3 | -5 | 4 | -3 | -10 | 4 | -10 | -6 | 0 | -1
O=C(NCCCO)c1nnc(Cc2c(F)cccc2Cl)o1 | -3 | -1 | -7 | 4 | -50 | 1 | -4 | -13 | 0 | x
CC1=C(C#N)C(C)C2=C(CC(C)(C)CC2=O)N1 (centres undefined) | -8 | 0 | 2 | -3 | -22 | 4 | -7 | -3 | 1 | 1
O=C(NCCCCc1ccccc1)c1ccccc1Br | 7 | x | x | 3 | x | x | 14 | -31 | -3 | -4
O=C(COc1cc(O)c2c(=O)cc(-c3ccccc3)oc2c1)c1cccc([N+](=O)[O-])c1 | -36 | 8 | 1 | 1 | -36 | 8 | -44 | -1 | 2 | 0
CC(=O)Nc1ccc(S(=O)(=O)N(C)c2ccc(OCC(=O)OCC(=O)NCc3ccco3)cc2)cc1 | 1 | -4 | 2 | 0 | 3 | 1 | 7 | -3 | 5 | 0
Cc1[nH]nc(N=Cc2c(O)n(C)c(=O)n(C)c2=O)c1-c1ccccc1 | -2 | x | x | -7 | x | x | 5 | -8 | 1 | -1
CCN(CC)c1ccc([N+](=O)[O-])cc1C(=O)N1CCOCC1 | 8 | 0 | 8 | -1 | -15 | 1 | 55* | 7 | 9 | 2
COc1ccc(C)cc1NC(=O)NNC(=O)C(C)Oc1ccc([N+](=O)[O-])cc1 (centres undefined) | 11 | x | 0 | -7 | -22 | -12 | 18 | 11 | -7 | 0
CCCOc1ccc(C(=O)CCCC(=O)c2ccc(OCCC)cc2)cc1 | 1 | 9 | 1 | 5 | -32 | -6 | 1 | -10 | 1 | 0
Fc1cccc(NC(=S)N2CCc3ccccc32)c1 | x | -2 | -1 | x | -30 | 6 | x | x | 3 | x

An excerpt; the hit share may differ from the screen's.
